# DT40 TDP1 no CPT: qHTS for Inhibitors of human tyrosyl-DNA phosphodiesterase 1 (TDP1): qHTS in cells in absence of CPT. DT40 Tdp1-/- hTDP1 cells, no CPT, ATP luminescence, 48 h. Potency, µM (top dose mostly 46.2 µM), for inactives: top-dose activity change, negative = growth inhibition, actives largely listed as inhibitors. actives 15% (n = 420,000). AID 686978, 2013; also: nearly all actives have a fitted effect of over 55% in size
#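 Cells were dispensed at 400 per well, compounds added by pin tool, plates incubated ≥48 hr at 37 °C, then CellTiter-Glo added for 30 min at room temperature before luminescence reading. Line: DT40 Tdp1-/- complemented with hTDP1; camptothecin omitted.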
# TDP1 inh: TDP1 (human) enzyme inhibition; recombinant TDP1, AlphaScreen DNA substrate cleavage; Potency, µM (highest dose often 130 µM), for inactives: at the highest dose activity change, negative = inhibition, usual class: inhibitors; actives 0.28% (n = 350,000); AID 485290; also: nearly all actives have a fitted effect of over 40% in size
# Target sequence (Q9NUW8 whole entry, looked up): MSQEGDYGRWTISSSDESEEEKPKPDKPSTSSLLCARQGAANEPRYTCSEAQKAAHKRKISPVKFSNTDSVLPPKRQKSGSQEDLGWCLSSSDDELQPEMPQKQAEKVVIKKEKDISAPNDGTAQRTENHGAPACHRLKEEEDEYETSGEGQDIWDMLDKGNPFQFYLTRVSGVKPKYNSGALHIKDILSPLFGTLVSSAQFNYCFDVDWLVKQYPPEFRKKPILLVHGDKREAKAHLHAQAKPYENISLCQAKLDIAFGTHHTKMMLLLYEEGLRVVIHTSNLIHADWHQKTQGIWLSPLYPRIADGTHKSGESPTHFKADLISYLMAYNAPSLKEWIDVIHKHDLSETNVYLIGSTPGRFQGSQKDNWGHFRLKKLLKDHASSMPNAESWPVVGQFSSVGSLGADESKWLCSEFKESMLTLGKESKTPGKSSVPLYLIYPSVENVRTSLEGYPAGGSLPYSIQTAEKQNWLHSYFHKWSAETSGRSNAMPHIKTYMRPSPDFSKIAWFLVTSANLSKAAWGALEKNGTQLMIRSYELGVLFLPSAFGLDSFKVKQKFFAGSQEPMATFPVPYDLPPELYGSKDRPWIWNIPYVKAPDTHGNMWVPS
#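 Signal: AlphaScreen proximity between streptavidin donor and anti-FITC acceptor beads on intact substrate. Reaction: Tdp1 1 nM, substrate 15 nM final, 5 min RT after 15 min compound preincubation.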
# TDP1 cell CPT: DT40-hTDP1 cell growth loss with CPT. chicken DT40 Tdp1-/-;hTDP1 cells + 20 nM CPT, ATP luminescence, 48 h. Potency, µM (top dose mostly 46.2 µM), for the others: at the top dose activity change, negative = growth inhibition, most hits filed as inhibitors. actives 12% (n = 420,000); also: nearly all actives have a fitted effect of over 55% in size
#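 Cell growth measured by CellTiter-Glo luminescence after a minimum 48 h, 37 C compound exposure with 20 nM CPT in Tdp1-knockout DT40 cells stably expressing hTDP1, seeded 400/well; qHTS titration format.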
# * hit, by the source's call; u = inconclusive; x = not tested or not shown; & = joins results of further samples; [ ] = dose if it differs, or a comment. Calls follow the shape of the dose curve; as a rule, active = well fitted curve in the direction sought with a large enough effect; inconclusive = small, poorly fitted or top-dose-only effect, or another doubt; inactive = no such curve, though single readings can be large; an effect the other way counts as inactive or inconclusive. % is scaled to controls: 0 for no effect and ±100 for the full control effect; potency is read from the fitted curve at half-maximal effect.
SMILES,DT40 TDP1 no CPT,TDP1 inh,TDP1 cell CPT
O=C(CN1C(=O)NC2NC(=O)NC21)NN=C1CCCC1 (configuration not stated),12%,-2%,16%
Cc1ccccc1OCC(=O)Nc1ccccc1CO,u,2%,u
Cc1ccc(S(=O)(=O)/N=C(\N)Nc2nc(C)c3ccccc3n2)cc1,-2%,0%,-1%
COc1ccc(C2CC(=O)c3cc(-c4nc(-c5cccc(Cl)c5)cs4)c(=O)[nH]c3C2)cc1OC (configuration not stated),9.2µM*,-5%,u
Cc1ccc(C(=O)Nc2ccc(OCc3cc(=O)n4c5c(sc4n3)CCCC5)cc2)cc1,-10%,4%,u
N/C(=N/O)c1nc(N2CCCC2)nc(N2CCCC2)n1,-62%,0%[0.505 µM],-15%
O=C(NCc1ccccn1)[C@@H]1C[C@H]1[C@@H](NP(=O)(c1ccccc1)c1ccccc1)c1ccccc1,-4%,0%&7%,-20%
COc1ccc(N2CCN(C(c3cc4cc(C)ccc4[nH]c3=O)c3nnnn3Cc3ccccc3)CC2)cc1 (configuration not stated),u,9%,u
Cc1cc2cc(CN(C(=O)C3CC3)C3CCCC3)c3nnnn3c2cc1C,21µM*,3%,u
O=C(NC1CCCc2ccccc21)c1ccc2c(c1)sc1nc(-c3ccc(F)cc3)cn12 (configuration not stated),u,0%,u
O=C(O)c1ccc(OC(F)(F)C(F)C(F)(F)F)cc1 (configuration not stated),-2%,4%,-5%
CCN(CC)c1ccc(NS(=O)(=O)c2cc(-c3cc(C)no3)ccc2C)c(C)c1,u,8%,u
O=[N+]([O-])c1ccc(Sc2nnnn2-c2ccccc2)c(Cl)c1,21µM*,5%,u
CCCn1nc(C(=O)Nc2nc3ccccc3[nH]2)c2ccccc2c1=O,16µM*,3%,u
Cc1cccc(S(=O)(=O)NC(=O)C2(C)CCN2C(=O)c2sccc2C)c1 (configuration not stated),-9%,x,-7%
c1ccc(-c2cc3c(N4CCN(c5ncccn5)CC4)ncnc3s2)cc1,u,-7%,u
COC(=O)C1CN(C(=O)C(C)Oc2ccc(F)cc2)c2ccccc2O1 (configuration not stated),2%,x,5%
O=C(NCCCNCc1ccccc1)c1ccncc1,-9%,6%,-15%
O=C(CCC1N=C2c3ccccc3N=C(SCc3cccc(F)c3)N2C1=O)NCCc1ccccc1 (configuration not stated),u,1%,21µM*
CCCCOc1ccc(C(=O)NCC(=O)OCCCOC(=O)CNC(=O)c2ccc(OCCCC)cc2)cc1,-26%,x,u
CCc1nc(Nc2ccncc2)c2oc3ccccc3c2n1,2.3µM*,3%,5.8µM*
O=C1NC(=O)C(=Cc2ccccc2[N+](=O)[O-])S1,21µM*,x,u
COc1ccccc1NC(=S)NCc1ccc(S(N)(=O)=O)cc1,-21%,0%,-8%
N#Cc1c(C(F)(F)F)cc(-c2cccs2)nc1SC(C(=O)O)c1ccccc1 (configuration not stated),u,x,-11%
COC(=O)CN1C(=O)CSc2ccc(S(=O)(=O)Nc3cccc(Cl)c3C)cc21,u,3%,-3%
CCOC(=O)N(C)C[C@@H]1OCc2cn(nn2)CCCC(=O)N([C@@H](C)CO)C[C@H]1C,9%,x,12%
Cc1cccc(N(C)c2cc(C)nc3nc(C)nn23)c1,u,0%,16µM*
Cn1cccc1Cc1nnc(SCC(=O)N2CCCCCC2)n1-c1ccc(F)cc1,u,4%,u
O=S(=O)(NC1CCCCC1Nc1ccccc1)c1ccccc1 (configuration not stated),u,5%,7%
O=C(C=Cc1ccccn1)c1ccccc1,2.9µM*,x,3.3µM*
Cc1cc(C)cc(NC(=O)CSc2nnc(CN3CCOCC3)n2C)c1,0%,3%,u
Cc1ccccc1NC(=O)c1ccc(Cl)c(NC(=O)c2ccncc2)c1,-16%,1%,-5%
COc1ccc(OC)c(NC(=O)c2csnn2)c1,u,6%,u
CC[C@]12c3[nH]c4cc(-c5ccco5)ccc4c3CCN1C(=O)[C@@H](CC(=O)NCc1ccco1)C[C@@H]2C(=O)N1CCN(C(=O)c2ccco2)CC1,u,4%[56.1 µM],u
O=C(NCCCN1CCOCC1)c1ccc2c(c1)N(Cc1c(F)cccc1Cl)C(=O)c1ccccc1S2,u,7%,u
CC(C)CN1CCN(Cc2cccc3nccnc23)CC1CCO (configuration not stated),7%,x,12%
O=C(CN1CCSC1=O)N1CCN(S(=O)(=O)c2ccc(F)cc2)CC1,-1%,6%,3%
CCc1ccc2[nH]c(=O)c(CN(CCN3CCOCC3)C(=O)Nc3ccccc3F)cc2c1,u,6%,u
CCN(CC(=O)NC(C)C)C(=O)C(CCSC)NC(=O)c1cccc(C)c1 (configuration not stated),-16%,-2%,3%
CCCC(=O)C1=C(O)C(C(=O)OC)C(C)(C)CC1=Nc1cccc2ccccc12 (configuration not stated),23µM*,3%,u
C[N+](C)(C)CC(O)CC(=O)O (configuration not stated),-4%,6%[56.1 µM],-11%
COc1ccc2oc(C(=O)NCc3ccccc3CN3CCCC3)c(C)c2c1,u,1%,21µM*
CCOC(=O)c1cc(-c2ccccc2)n(CC(=O)Nc2ccc(OC)cc2OC)c1C,u,9%,16µM*
CCCCCCSc1ccc(-c2nc3ccc(C)cn3c2NCCCC)cc1OC,9.2µM*,x,12µM*
CC(=O)Nc1sc2c(c1C#N)CC(C)(C)NC2(C)C,-17%,5%,-2%
CN(C)S(=O)(=O)c1cccc(NC(=O)/C=C/c2ccccc2[N+](=O)[O-])c1,-29%,0%,5%
CCCc1cc(=O)[nH]c(SCC(=O)N(CC(C)C)C2CCS(=O)(=O)C2)n1 (configuration not stated),-2%,-1%,-2%
O=S1(=O)c2ccc(Br)cc2N2CC[C@H](C2)N1Cc1ccc(Cl)cc1,1.6µM*,x,1.3µM*
Cc1cccc(N2CCN(C(=O)Cc3ccc(Br)cc3)CC2)c1C,u,-5%,u
Cc1ccc2c(c1)NC(=O)C(CC(=O)Nc1cc(Cl)ccc1C)O2 (configuration not stated),-25%,3%,-18%

# Entries listed so far that contain a thiophene ring, fused or not:
SMILES,DT40 TDP1 no CPT,TDP1 inh,TDP1 cell CPT
Cc1cccc(S(=O)(=O)NC(=O)C2(C)CCN2C(=O)c2sccc2C)c1 (configuration not stated),-9%,x,-7%
c1ccc(-c2cc3c(N4CCN(c5ncccn5)CC4)ncnc3s2)cc1,u,-7%,u
N#Cc1c(C(F)(F)F)cc(-c2cccs2)nc1SC(C(=O)O)c1ccccc1 (configuration not stated),u,x,-11%
CC(=O)Nc1sc2c(c1C#N)CC(C)(C)NC2(C)C,-17%,5%,-2%

# Additional compounds follow.
SMILES,DT40 TDP1 no CPT,TDP1 inh,TDP1 cell CPT
CCC(=O)NC(Cc1ccccc1)c1ccc2c(c1)OCCCO2 (configuration not stated),-25%,3%,-3%
O=C(Cn1c(=O)n2nc(-c3ccccc3)nc2c2ccccc21)Nc1ccccc1C(F)(F)F,u,4%,u
O=c1[nH]c2cc3c(cc2cc1CN(CCc1ccccc1)Cc1nnnn1CC1CCCO1)OCO3 (configuration not stated),23µM*,-1%,u
Cc1ccc(NS(=O)(=O)c2cc(C(=O)N(C)C3CCN(C)CC3)ccc2Cl)cc1Cl,u,2%,-4%
CS(=O)(=O)N1CCc2cc(C(=O)Nc3ccc(Cl)c(C(F)(F)F)c3)ccc21,8.2µM*,2%,18µM*
CCOc1ccc(CCNC(=O)c2ccc3c(c2)N(Cc2ccccc2)C(=O)c2ccccc2S3=O)cc1OCC (configuration not stated),5.8µM*,5%,16µM*
CCOc1ccc(S(=O)(=O)N(CC(=O)NCc2ccncc2)c2ccc(C)cc2)cc1,u,10%,u
O=C(c1ccc(COc2c(F)c(F)c(F)c(F)c2F)o1)N1CCN(Cc2ccc3c(c2)OCO3)CC1,u,-3%,u
COCCNC(=O)C(c1ccc(C)o1)N(C(=O)Cn1nnc2ccccc21)c1ccccc1 (configuration not stated),-7%,3%,2%
Cc1nnc(SCC(=O)NC2CCCc3c2cnn3-c2ccc(F)cc2F)o1 (configuration not stated),-25%,2%,-9%

# Among those listed so far, three have a nitro group on carbon.
SMILES,DT40 TDP1 no CPT,TDP1 inh,TDP1 cell CPT
O=[N+]([O-])c1ccc(Sc2nnnn2-c2ccccc2)c(Cl)c1,21µM*,5%,u
O=C1NC(=O)C(=Cc2ccccc2[N+](=O)[O-])S1,21µM*,x,u
CN(C)S(=O)(=O)c1cccc(NC(=O)/C=C/c2ccccc2[N+](=O)[O-])c1,-29%,0%,5%

# Further structures follow:
SMILES,DT40 TDP1 no CPT,TDP1 inh,TDP1 cell CPT
CN(Cc1ccccc1)C(=O)c1cccc(NC(=O)c2ccco2)c1,-10%,2%,1%
COc1ccc2c(c1)c(C(C)=O)c(C)n2-c1ccc(C(C)=O)cc1,u,x,-21%
CCC(C)c1ccccc1OCCCCN1CCCC1 (configuration not stated),u,3%,u
CC(C)NC(=O)c1csc(COCCO)n1,-10%,x,-19%
COc1ccc(OC)c(/C=N/NC(=O)CNC(=O)c2ccc(S(=O)(=O)N3CCCC3)cc2)c1,31%[activator],7%,7%
CCn1c(COc2ccc(C)cc2)nnc1SCc1nc2ccccc2[nH]1,u,5%,-28%
CCOc1ccc(/C=N/N2C(C)CCCC2C)cc1 (configuration not stated),-7%,x,-3%
O=C(CNc1ccccc1)NN=C1CCCC1,3%,2%,2%
COc1ccc(C)cc1Nc1nc2ccccc2c2nnc(C)n12,u,-5%,-15%
CCOc1ccc2nc(N/C(N)=N/C(=S)Nc3cccc(OC)c3)nc(C)c2c1,u,10%,u
O=C(CSc1nnc2ccccn12)c1ccccc1,-9%,u,-9%
COc1ccc(OC)c(NC(=O)c2cc3c(s2)-c2ccccc2SC3)c1,u,0%,u
Cc1ccc(C)c(NC(=S)c2nc3ccccc3s2)c1,u,3%,26µM*
CCOC(=O)C1(C)CCN1C(=O)c1ccccc1C (configuration not stated),4%,x,17%
O=C(CSc1nc2ccccc2nc1Cc1ccc(Cl)cc1)N1CCCCC1,16µM*,0%,u
CCCCOc1ccc(C(=O)Nc2onc3c2CCCC3)cc1,u,6%,u
Cc1ccccc1C(=O)NC1CCN(C(=O)Nc2ccccc2Cl)CC1,u,5%,-1%
O=C(N/N=C/c1cc2c(cc1[N+](=O)[O-])OCO2)c1ccccn1,-7%,x,-23%
O=C(C[C@@H]1C/C=C\C[C@H](NC(=O)OCC2c3ccccc3-c3ccccc32)C(=O)OC[C@H]2CCCN2C1=O)N[C@H](CO)Cc1ccccc1,5.2µM*,-1%,4.6µM*
Cc1cc(=O)n(C(NC(=O)c2ccccc2)C(=O)c2ccccc2)cn1 (configuration not stated),-30%,1%,-10%
N#Cc1c(-c2ccccc2)nc(N2CCCCCC2)[nH]c1=O,-10%,2%,-6%
O=C(NCc1ccccc1Br)C1CCCN(C(=O)N2CCOc3ccccc32)C1 (configuration not stated),u,1%,u
CC(NC(=O)C(=O)N/N=C/c1ccc(Cl)cc1)c1ccccc1 (configuration not stated),-10%,5%,-7%
O=C(NCCc1ccc(Cl)cc1)c1ccc2ccccc2n1,u,-12%,-18%
COc1ccc(NC(=O)c2c(C(F)(F)F)nn(C)c2SCc2ccccc2Cl)cc1,6%,3%,-4%
Cc1nc2ccccc2c(=O)n1/N=C/c1cccs1,u,-6%,u
CC(=O)N1CCN(C(=O)c2ccc(-c3ccccc3Cl)o2)CC1,-18%,1%,0%
COc1ccc(-c2nn(-c3ccccc3)cc2C2NC(=O)NC(C)=C2C(=O)OC(C)C)cc1OC (configuration not stated),2%,x,-3%
Cc1cccc(N2CCN(C(=O)c3c(Cl)cnn3C)CC2)c1C,u,1%,u
CC(C)Nc1nc(-c2ccccc2CO)c2sccc2n1,-16%,x,u
CC(C)(C)c1ccc(OCC(=O)Nc2ccc(C(=O)OC3CCCCC3)cc2)cc1,-25%,-3%[12.3 µM],u
CC(=O)Nc1c(C)nn(-c2ccccc2)c1N1CCC(C(=O)Nc2ccc(Cl)cc2C)CC1,-12%,0%,-14%
Cc1cccc(S(=O)(=O)NC(=O)C2(C)CCN2C(=O)Cc2ccccc2)c1 (configuration not stated),-13%,x,0%
COc1cccc(CN(C)C(c2ccccc2)c2ccccc2)c1OC,-26%,-16%,-26%

# Whole records from above. Values in the order: DT40 TDP1 no CPT	TDP1 inh	TDP1 cell CPT
# `CCCc1cc(=O)[nH]c(SCC(=O)N(CC(C)C)C2CCS(=O)(=O)C2)n1` (configuration not stated) as listed: -2%	-1%	-2%
# `Cc1ccc2c(c1)NC(=O)C(CC(=O)Nc1cc(Cl)ccc1C)O2` (configuration not stated) as listed: -25%	3%	-18%

# Compound activity (PubChem)
